Screening results (PubChem BioAssay)
Lmaj promast: inhibitors of Leishmania major promastigote growth | AID 1063 | actives 9% (n = 200,000) | Leishmania major promastigotes, resazurin fluorescence viability | inhibition, % at 10 µM; in the data active means inhibition above about 50%;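 further: promastigotes grown with compound for 44 hours at 28 °C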
bIAP act: increases bovine intestinal alkaline phosphatase activity. purified bovine IAP, CDP-star luminescence, 30 min; hits give high values; fold of DMSO-control signal, blank-subtracted. activation factor at 20 µM. actives 0.17% (n = 200,000). AID 1016;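 active means activation factor of 2 or more at 20 µM, a signal rise over negative controls twice the positive control's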
PPARg SRC1 recr: promotes SRC-1 coactivator recruitment by human PPARgamma; AID 631; P37231; PPARgamma-SRC-1 coactivator recruitment biochemical assay; activation, % at 8 µM; actives 0.41% (n = 200,000); in the data active means activation above about 19%;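 further: 0% = DMSO and 100% = reference agonist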
Target sequence (P37231 whole entry, looked up): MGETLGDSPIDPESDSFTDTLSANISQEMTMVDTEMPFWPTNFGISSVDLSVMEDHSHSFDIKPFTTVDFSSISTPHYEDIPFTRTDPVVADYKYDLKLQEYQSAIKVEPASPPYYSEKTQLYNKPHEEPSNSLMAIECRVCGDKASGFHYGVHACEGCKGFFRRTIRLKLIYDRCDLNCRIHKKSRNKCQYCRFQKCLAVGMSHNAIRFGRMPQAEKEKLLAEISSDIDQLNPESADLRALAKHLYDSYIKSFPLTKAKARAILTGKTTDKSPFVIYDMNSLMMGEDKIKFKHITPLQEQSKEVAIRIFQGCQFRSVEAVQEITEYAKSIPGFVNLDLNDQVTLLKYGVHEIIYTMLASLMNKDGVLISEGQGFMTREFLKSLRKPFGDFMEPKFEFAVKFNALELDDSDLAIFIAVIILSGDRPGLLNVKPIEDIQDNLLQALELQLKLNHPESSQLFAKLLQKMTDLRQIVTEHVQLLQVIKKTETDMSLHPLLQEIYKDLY
TLR4 MyD88 comp: TLR4-MyD88 interaction inhibition in cells; O00206+Q99836; HeLa CL3-4 TLR4/MyD88 BLA complementation, FRET ratio; inhibition, % at 8.4 µM; actives 0.18% (n = 200,000); in the data active means inhibition above about 25%;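 further: 0% = vehicle and 100% = reference inhibitor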
PPARg SRC-2 ag: PPARgamma-driven SRC-2 recruitment agonism | P37231 | PPARgamma LBD-SRC-2 recruitment, biochemical | activation, % at 8 µM | actives 0.34% (n = 200,000) | AID 1032; in the data active means activation above about 22%;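 further: 0% = vehicle and 100% = reference agonist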
Redox H2O2 prof: compounds producing H2O2 with reducing agent – biochemical, NIH compound library profiling, artefact control for MLSCN library redox annotation, primary screen; DTT-dependent redox cycling H2O2, phenol red/HRP absorbance; 100% = 100 µM peroxide control, 0% = buffer; AID 878; activation, % at 10 µM; actives 0.03% (n = 200,000);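 active means activation of at least 50% relative to the plate's high and low controls in the primary single-dose screen; inactive means activation below 50%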;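 further: compound incubated with DTT at 0.8 mM final as the reducing agent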
S1P3 antag: S1P3 (human) receptor antagonism | Q99500 | CHO S1P3 NFAT-BLA reporter, FRET fluorescence, antagonist mode | inhibition, % at 4.98 µM | actives 0.27% (n = 170,000) | AID 485;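 active means inhibition above the plate cutoff, the mean inhibition of test wells on that plate plus 3 SD, cut at about 28% in these data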;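 further: cells challenged with S1P at its EC80 of 0.8 µM; blue over green emission ratio from cleaved BLA substrate after 4 h stimulation; 0% = S1P-stimulated wells and 100% = unstimulated DMSO-only wells; some compounds past the cut are filed as inactive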
bIAP inhibitor: intestinal alkaline phosphatase (bovine) inhibition. purified bovine IAP, CDP-star luminescence, 30 min. inhibition, % at 20 µM. 190,000 tested, under 10 active. AID 1019;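 active means over 50% inhibition of intestinal alkaline phosphatase at 20 µM in the single-dose screen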
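Assay system – bovine IAP enzyme · Quantity – bovine IAP at 1/65,000,000 final dilution · Detection – CDP-star luminescence signal · Times – 30 min reaction at room temperature · Also added – CDP-star substrate at 30 µM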
PPARg SRC-3 ag: PPARgamma-driven SRC-3 recruitment agonism | P37231 | biochemical PPARgamma/SRC-3 coactivator recruitment assay | activation, % at 8 µM | actives 0.26% (n = 200,000); in the data active means activation above about 23%;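 further: 0% = DMSO and 100% = reference agonist; some compounds past the cut are filed as inactive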
ROMK mod: modulators of human ROMK potassium channel. B-score at 10 µM. P48048. actives 2% (n = 130,000). AID 1918. Tet-inducible ROMK, thallium flux fluorescence; actives lie on both sides;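 active means signal ratio slope over the read window, or its plate-corrected B-score, at least 3 SD from the plate mean, either direction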;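 further: B-score of the F/F0 ratio slope over 7 to 12 s after thallium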
Target sequence (P48048 whole entry, looked up): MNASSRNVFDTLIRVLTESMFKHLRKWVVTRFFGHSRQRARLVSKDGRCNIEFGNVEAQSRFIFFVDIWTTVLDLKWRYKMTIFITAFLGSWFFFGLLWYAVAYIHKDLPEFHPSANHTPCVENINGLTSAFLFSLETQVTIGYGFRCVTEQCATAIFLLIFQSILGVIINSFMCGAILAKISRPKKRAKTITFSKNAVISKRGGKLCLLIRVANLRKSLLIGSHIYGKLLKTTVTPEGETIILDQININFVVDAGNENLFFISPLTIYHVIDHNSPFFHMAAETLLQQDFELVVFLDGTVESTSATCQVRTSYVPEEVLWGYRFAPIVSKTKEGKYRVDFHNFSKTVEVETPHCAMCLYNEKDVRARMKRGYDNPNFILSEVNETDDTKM
SRC2 TRFRET art: counter-screen for PPARgamma SRC-2 recruitment agonists: TR-FRET artefact | hits give high values | TR-FRET ratio at 8 µM | actives 0.4% (n = 200,000) | AID 1049; in the data active means TR-FRET ratio above about 2000; further: inactives centre near 1500; reference of the scale not given here
* marks the source's active call; other numbers are inactive results; · = no result given.

SMILES	Lmaj promast	bIAP act	PPARg SRC1 recr	TLR4 MyD88 comp	PPARg SRC-2 ag	Redox H2O2 prof	S1P3 antag	bIAP inhibitor	PPARg SRC-3 ag	ROMK mod	SRC2 TRFRET art
Cc1cccc(OP(=O)(Oc2cccc(C)c2)OC(c2ccccc2)C(F)(F)F)c1 (centres undefined)	58*	0.8	0	5	4	-0.3	2	17	0	0.0086	1574
CCCCN1C(=N)C(CC)(CC)C(=O)NC1=O	-1	0.7	-1	-9	7	-0.5	-15	27	3	0.038	1628
Cc1ccc(C)c(OCC(=O)N2CCCN(C)CC2)c1	0	1	0	-6	-1	-0.4	-1	5	4	-0.79	1605
CCCCC(=O)N/N=C/c1c(O)n(CCc2ccc(OC)c(OC)c2)c(=O)[nH]c1=O	-7	1.1	0	11	2	0.1	-1	-5	2	·	1484
CCCn1ncc(C(=O)O)c1C	-7	0.9	-8	-5	-4	0.2	-3	5	-1	·	1349
CN(C)C(=O)CSc1nnc([C@@H](N)Cc2ccccc2)o1	-4	0.9	5	13	-6	-0.1	-19	5	6	-0.1	1798
CC1(O)C[C@]2(C)N(O)C3CCCC[C@@H]3N2O1 (some centres undefined)	10	0.9	1	-7	-3	-0.1	-27	7	-2	·	1445
Cc1cc(S(N)(=O)=O)ccc1N=Cc1c(O)n(-c2ccccc2)c(=O)[nH]c1=O	-3	1	-3	-3	6	-1.6	-9	1	2	0.55	1531
Cc1ccc2c(c1)CC1(CN2C)C(=O)NC(=O)N(c2ccccc2C)C1=O (centres undefined)	-3	1	8	3	1	2.8	-18	3	11	0.46	1763
O=C(CF)NC(NC(=S)Nc1cccc([N+](=O)[O-])c1)C(Cl)(Cl)Cl (centres undefined)	11	0.8	0	-6	-6	-0.3	3	17	2	-1.8	1566
CCC(=NCc1ccco1)c1c(O)n(Cc2ccccc2)c(=O)[nH]c1=O	21	1	0	-13	-8	1.9	2	3	-3	-1.9	1463
CCn1cc(C(=O)NCc2ccccc2)c2ccccc21	8	1	2	0	4	-1.9	-5	3	0	0.57	1729
CCCCCCN=C(CC)c1c(O)n(CCCC)c(=O)[nH]c1=O	7	1	-7	6	-5	0.1	0	-2	-5	-0.067	1395
COc1ccc(N2CCN(C(CNC(=O)Oc3ccccc3)c3cccnc3)CC2)cc1 (centres undefined)	92*	0.9	2	12	12	0.6	-25	6	-6	-0.11	1662
CCCCCn1c(=O)c(C(=O)NCc2ccncc2)c(O)c2ccccc21	28	1.1	7	0	10	0.3	-12	-10	5	-0.17	1620
C=CCc1cc(C=C2C(=O)NC(=O)NC2=O)cc(OC)c1OCc1ccc(C(=O)O)cc1	-4	0.9	2	7	2	-0.2	-3	11	7	·	1454
CN1CCC2(CC1)N=C(c1ccc(F)cc1)C(=S)N2	1	1.1	9	5	11	-1.0	-16	-11	-2	·	1651
O=C(CCN1CCCCC1)NCC(=O)Nc1ccc(Br)cc1C(=O)c1ccccc1	91*	1	-2	-1	-2	-8.4	·	-2	-3	·	1389
COCCn1cc(C(=O)N2CCC3(CC2)OCCO3)c2c3ccccc3n(C)c2c1=O	-8	1.1	7	-1	7	1.1	12	-6	2	·	1741
O=C(COc1ccc2ccccc2c1)N1CCN(Cc2c[nH]c3ccccc23)CC1	6	1	-4	-12	-2	-4.6	·	4	10	·	1645
O=C(O)C1(c2ccc(Cl)cc2)CCC1	-4	1	-5	15	-15	1.5	·	3	-11	·	1357
C=CCn1c(O)c(N=Nc2c(C)n(C)n(-c3ccccc3)c2=O)c(=O)[nH]c1=S	25	1	-6	-5	-7	0.2	-4	-1	4	·	1444
O=C(OCCN1CCOCC1)C1(c2ccccc2)CCCC1	2	1	4	-14	-3	-0.3	-2	3	5	0.77	1536
C#CCN1C(=O)C2(C(C#N)=C(N)OC(C)=C2C(=O)OCc2ccccc2)c2ccccc21 (centres undefined)	14	1	0	0	9	-0.9	16	-3	-2	·	1483
CCN(CC)CCCOC(=O)C(OC(C)C)(c1ccccc1)c1ccccc1	89*	0.9	-1	8	12	0.7	·	12	17	-3.4	1575
CCOC(=O)c1cc(CC)sc1/N=C/c1c(O)[nH]c(=S)[nH]c1=O	6	1	-4	-9	3	-0.3	-2	-5	0	0.035	1396
COc1ccc(N=Cc2c(O)n(-c3ccc(C)cc3)c(=O)[nH]c2=O)cc1	10	0.9	2	-1	2	-0.7	30*	6	-5	-1.9	1529
O=C(COc1ccccc1)N1CCN(C/C=C/c2ccccc2)CC1	92*	1	-1	-6	-7	0.7	10	5	-16	·	1489
CCC(=NCCC1=CCCCC1)c1c(O)[nH]c(=O)[nH]c1=O	-1	0.9	-1	-15	-2	0.0	29	12	-3	0.63	1473
Cc1cc(C(=O)CS(=O)(=O)c2ccc(F)cc2)cc(C)c1OC(=O)N(C)C	5	1.2	6	-22	2	-0.9	3	-16	0	0.0078	1671
COc1cccc(C(=O)C2CCCN(Cc3cnn(C(C)C)c3)C2)c1 (centres undefined)	71*	1.2	8	-6	1	0.7	6	-22	-1	0.13	1485
O=C(O)C1CN2CCC1CC2 (centres undefined)	-8	0.9	-3	-11	2	-0.3	-17	7	5	·	1550
O=c1[nH]c(=O)n(CCc2ccccc2)c(O)c1C=NCCCn1ccnc1	-2	1.1	9	-3	-4	-0.8	·	-14	-6	0.031	1372
O=C1NC(=O)N(c2ccccc2)C(=O)/C1=C/c1ccc([N+](=O)[O-])s1	94*	1	5	0	1	-2.0	-6	-1	2	-0.015	1617
COc1ccccc1Sc1ccccc1CC(C)N (centres undefined)	95*	1.1	-5	-7	-12	-0.1	-3	-9	0	-2.3	1395
O=S(=O)(c1ccc(Cl)cc1)N1CN2CCN(C2)C1	8	1.1	3	1	-4	0.0	4	-14	-11	-0.43	1643
COc1ccc(OCC(=O)N2CCN(Cc3nc4cc([N+](=O)[O-])ccc4n3C)CC2)cc1	-5	0.8	7	0	2	-0.1	0	17	-5	-0.94	1421
CN(C)C(=O)Nc1cccc(OC(=O)N(C)C)c1	-4	1	6	-2	4	1.1	6	3	5	·	1722
CC(=NCc1ccco1)c1c(O)n(C)c(=O)n(C)c1=O	0	0.9	-4	7	-5	-0.3	9	6	8	·	1505
CC1CN=C(NCc2ccncc2)S1 (centres undefined)	0	0.9	-1	-1	2	9.5	-47	12	-11	·	1568
COc1ccc(-c2nc3ccccc3c(=O)n2-c2ccc(OC)cc2)cc1	-1	1	0	12	-1	0.0	-15	2	-4	·	1575
COc1ccccc1OCC#CCN1CCOCC1	-9	1	5	-3	4	-1.6	-4	-1	0	0.019	1633
O=C(Nc1ccc(Cl)cc1C(=O)c1ccccc1)c1ccccc1	69*	0.7	-1	5	-8	1.9	·	27	-3	·	1302
CN(C)c1ccc(/C=C/c2cc[n+](C)c3ccccc23)cc1	100*	0.7	83*	1	61*	0.4	-14	26	61*	-0.055	2947*
O=C1NC(=O)C2(Cc3ccccc3N3CCCC32)C(=O)N1c1ccccc1 (centres undefined)	-7	1	-3	-6	4	-2.7	-34	2	-2	·	1612
O=C1C2CCCN2C(c2ccccc2)N1c1ccccn1 (centres undefined)	2	0.9	7	3	10	-1.3	-13	8	5	·	1687
Cn1cccc1CNCCc1ccc(F)cc1	-1	0.9	-2	-1	8	0.6	·	10	-16	·	1585
CCOC(=O)c1c(NC(=O)C(c2ccccc2)c2ccccc2)sc2c1C1CCN2CC1	100*	1.1	8	-11	15	0.1	·	-6	2	·	1653
COc1ccc(-n2c(O)c(C(C)=NC3CC3)c(=O)[nH]c2=O)cc1	-5	1	5	5	0	0.3	4	-4	5	-0.57	1695
COc1ccc(CN2C(=O)NC(=O)/C(=C\c3ccc(OC)c(OC)c3OC)C2=O)cc1	-6	0.9	10	-4	11	-0.1	-12	10	4	-0.048	1826
Cc1c(C=O)c2ccccc2n1Cc1ccccc1F	-1	0.9	4	0	6	0.9	-12	15	3	-1.4	1633
O=c1[nH]c(O)c(C=Nc2ccccc2[N+](=O)[O-])c(=O)[nH]1	-7	1.1	3	-7	8	-0.8	-5	-7	5	-0.34	1777
C(=NC12CN3CN(CN(C3)C1)C2)c1cccnc1	6	0.9	5	2	-5	-0.2	-1	10	1	·	1360
CC(C)(C)C(=O)OCC12CCC(O1)C1(C)C(=O)OCC21 (centres undefined)	-6	0.7	-1	-4	2	0.3	-7	33	4	·	1654
CCOc1ccc(CC2C(=O)NC(=O)N(c3ccc(CC)cc3)C2=O)cc1 (centres undefined)	-7	1.1	-3	5	0	0.6	·	-14	8	0.04	1525
COc1ccc(Br)cc1CN1CCN(CCO)CC1	8	0.8	9	-1	5	0.9	-12	22	10	·	1482
COc1ccc(CN2C(=O)CC(=O)NC2=O)cc1	-8	1	-5	2	-1	-1.5	-2	5	-10	·	1641
CCCCn1c(O)c(C(C)=Nc2c(C)n(C)n(-c3ccccc3)c2=O)c(=O)[nH]c1=O	-9	1	4	4	0	-0.1	-8	0	1	·	1339
COCCOC(=O)c1c(N)n(Cc2ccccc2)c2nc3ccccc3nc12	39	1	6	-13	10	-0.1	-31	-4	-2	·	1633
CN1CN(c2cccc([N+](=O)[O-])c2)CN=C1N[N+](=O)[O-]	-6	1	5	-5	9	0.2	1	-5	2	-0.018	1528

Single records, from the list above. Screens in order: Lmaj promast | bIAP act | PPARg SRC1 recr | TLR4 MyD88 comp | PPARg SRC-2 ag | Redox H2O2 prof | S1P3 antag | bIAP inhibitor | PPARg SRC-3 ag | ROMK mod | SRC2 TRFRET art
COCCOC(=O)c1c(N)n(Cc2ccccc2)c2nc3ccccc3nc12 across the screens: 39 | 1 | 6 | -13 | 10 | -0.1 | -31 | -4 | -2 | · | 1633
CN1CN(c2cccc([N+](=O)[O-])c2)CN=C1N[N+](=O)[O-] across the screens: -6 | 1 | 5 | -5 | 9 | 0.2 | 1 | -5 | 2 | -0.018 | 1528
CCOC(=O)c1c(NC(=O)C(c2ccccc2)c2ccccc2)sc2c1C1CCN2CC1 across the screens: 100* | 1.1 | 8 | -11 | 15 | 0.1 | · | -6 | 2 | · | 1653

Other results:
SMILES	Lmaj promast	bIAP act	PPARg SRC1 recr	TLR4 MyD88 comp	PPARg SRC-2 ag	Redox H2O2 prof	S1P3 antag	bIAP inhibitor	PPARg SRC-3 ag	ROMK mod	SRC2 TRFRET art
CCOC(=O)C(O)(c1ccc(NC(=S)NC(=O)c2ccc(Cl)cc2Cl)c(C)c1)C(F)(F)F (centres undefined)	23	1	-3	-7	11	-0.7	2	-1	8	·	1594
Cc1cc([P+](=O)O)c(C)n1-c1ccc(Br)cc1	-4	0.8	4	-22	2	2.4	-2	24	8	·	1635
CC1CN=C(NC(C)c2ccccc2)S1 (centres undefined)	15	1.1	10	17	-4	0.0	-20	-8	-2	0.34	1417
CCN(CC)C(=O)N[C@H]1C[C@@H]2c3cccc4[nH]cc(c34)C[C@H]2N(C)C1	-4	0.9	8	9	-4	0.2	5	10	-4	·	1569
CNC(=S)N/N=C1\C2CN3CCN(C2)CC1(c1ccccc1)C3	-6	1.1	4	3	-2	-0.2	-5	-12	2	-0.28	1674
Cc1nc2ccc(N3CCN(C)CC3)cc2nc1C	4	1	5	-5	0	-0.8	8	-4	-2	0.52	1699

An excerpt. The share of hits here may be higher or lower than overall.
